inhibitors of VEEV: inhibitors of VEEV TC-83 cytopathic effect, confirmation, Vero cells (AID 588727); Vero cells, VEEV TC-83 cytopathic effect inhibition; higher % means a stronger effect; inhibition, % at 20 µM; hits with a dose series show IC50 in µM; 350,000 compounds, 0.13% hits; in the data active = a potency from the dose series; inconclusive = inhibition mostly from about 14% at the one dose, without a potency; inactive = the rest, 99 in 100 with inhibition below about 12%; note: strong numbers were not always called active
Numbers without * were called inactive; i = inactive; ? = inconclusive. Only part of the results is shown. The share of hits here may be higher or lower than overall.

SMILES	inhibitors of VEEV
CC(=O)Nc1sc(C)c(C)c1C(=O)OCC(=O)Nc1ccccc1C(F)(F)F	i
S=C1SCN(CCc2ccccc2)CN1CCc1ccccc1	?
COc1cc(OC)c(C(=O)Nc2cc(S(=O)(=O)N3CCOCC3)ccc2N2CCOCC2)cc1OC	3.2%
CN(CCCn1cnc2c(OCc3ccccc3)ncnc21)Cc1ccco1	0.6%
Cc1ccc(CN2CCC[C@]3(N[C@H](c4ccccc4)[C@@H]4C(=O)N(Cc5ccccc5)C(=O)[C@@H]43)C2=O)cc1	5.3%
COC(=O)[C@H]1C[C@H](OC(=O)NCc2ccc(OC)c(OC)c2)[C@@]2(O)CN(S(=O)(=O)c3ccc(C)cc3)CC2[C@H]1C(=O)OC (stereo partly specified)	0.4%
CC(=O)N1CCc2nc3ccccc3cc21	5.0%
NS(=O)(=O)c1ccc(N2C(=O)CCCC2=O)cc1	2.3%
CSc1ncnc2c1ncn2CCCNCC1CCCO1 (stereo unspecified)	i
Cc1ccc2c(CC(=O)Nc3ccc4nc(N5CCOCC5)sc4c3)coc2c1	1.0%
COC(=O)C1Cc2c([nH]c3ccccc23)C2CCC(=O)N12 (stereo unspecified)	i
Cc1ccc(S(=O)(=O)NN=C(c2ccccc2)c2cccs2)cc1	1.8%

Filtered by structure, the entries above containing two or more sulfur atoms (2)
SMILES	inhibitors of VEEV
S=C1SCN(CCc2ccccc2)CN1CCc1ccccc1	?
Cc1ccc(S(=O)(=O)NN=C(c2ccccc2)c2cccs2)cc1	1.8%

(further entries)
SMILES	inhibitors of VEEV
O=C(CC1(O)C(=O)Nc2ccc(Br)cc21)c1ccccc1 (stereo unspecified)	i
O=C(CN1CCN(C(=O)c2ccc(-c3nc4ccccc4s3)o2)CC1)Nc1cccc(F)c1	i
C[C@H](CO)N1C[C@H](C)[C@@H](CN(C)Cc2ccc3cccnc3c2)OCc2cnnn2CCCC1=O	2.5%
CCOc1ccc(S(=O)(=O)NCCC(=O)N2CCN(C(C)=O)CC2)cc1	2.2%
COc1cc2c(NCCCCCO)ncnc2c(OC)c1OC	i
CCN(c1ccccc1)S(=O)(=O)c1ccc(Cl)c(NC(=O)CSc2nc(N)cc(=O)[nH]2)c1	i
O=C(CCCc1ccccc1)NCCS(=O)(=O)N1CCN(c2ccccc2)CC1	i
OCc1nc2ccccc2n1CCCc1ccccc1	3.0%
COc1ccc(/C=C(/NC(=O)c2ccc(Br)cc2)C(=O)Nc2cccc(C(=O)O)c2)cc1	i
CC(C)OCCCNC(=S)N1CCC(C(=O)c2ccc(F)cc2)CC1	i
O=C(NCc1ccc2c(c1)OCO2)C(=O)NCC1OCCCN1S(=O)(=O)c1ccccc1 (stereo unspecified)	i
CCc1cccc(CC)c1N1C(=O)CC(Sc2ccccc2N)C1=O (stereo unspecified)	i
O=C(C1CCCCC1)N1C[C@H](n2cc(C3CC3)nn2)[C@@H](O)C[C@@H]1c1ccccc1	i
COc1ccc(C2=CCCCCC2)cc1OC	0.9%
O=C(NCc1ccccc1CN1CCCC1)c1ccc(S(=O)(=O)Nc2ccccc2F)cc1	0.8%
CC(C)C1C(=O)N(Cc2cn(CCC3OCCCO3)nn2)CCS(=O)(=O)N1Cc1ccc(-c2ccc(Cl)nc2)cc1 (stereo unspecified)	3.5%
CC(C)CC1NC(=O)c2cc3ccccc3cc2-n2c1nc1cc(Cl)ccc1c2=O (stereo unspecified)	i
O=[N+]([O-])c1cc2c(c([N+](=O)[O-])c1)Nc1ccccc1O2	i
CC(=O)c1c(C)[nH]c(C(=O)Nc2ccc(N3CCCCCC3)cc2)c1C	9.7%
CCOc1ccc(C(=O)CCC(=O)NCC(=O)Nc2ccc(F)c(F)c2F)cc1	3.2%
CCOC(=O)c1cc(-c2sc(NC(=O)c3ccccc3)nc2C)n(Cc2ccccc2)n1	11.5%
CS(=O)(=O)c1ccc(C2=C(CNC(=O)c3nccs3)[C@H]3CC[C@@H](C2)N3CCOc2ccccc2)cc1	i
COc1ccc(S(=O)(=O)N(C)C[C@@H]2OCCCC[C@@H](C)Oc3ccc(NC(=O)NC(C)C)cc3C(=O)N([C@H](C)CO)C[C@@H]2C)cc1	1.5%
CC1CCCCN1C(=S)Nc1ccc(S(=O)(=O)N2CCCCC2)cc1 (stereo unspecified)	2.2%
CC(C)CCn1nc(C(=O)OCC(=O)NC(C)c2ccccc2)c2ccccc2c1=O (stereo unspecified)	0.5%
COC(=O)c1cc([N+](=O)[O-])c(C)c(C)n1	0.5%
CC(C)(C)N(Cc1ccccc1)C(=O)COC(=O)Cn1[nH]c(=O)c2ccccc2c1=O	1.8%
CCCCNc1nc2c(c(=O)[nH]c(=O)n2C)n1CCCc1ccccc1	i
Cc1nn(-c2ccccc2)nc1C(=O)Nc1cccc(C(=O)NC2CC2)c1	9.4%
CCS(=O)(=O)C1C(=O)N(C)C(S(=O)(=O)CC)C(=O)N1C (stereo unspecified)	0.4%
COc1ccc(/C=C(/NC(=O)c2ccc(Br)o2)C(=O)Nc2cccc(C(=O)O)c2)cc1	i
CN(c1ccccc1)S(=O)(=O)c1ccc(C(=O)N2CCN(c3ccccc3)CC2)cc1	0.9%
CN(N=Nc1ccccc1C(=O)O)C1CCCCC1	i
C[C@@H]1CCCCO[C@H](CN(C)Cc2ccc(C(=O)O)cc2)[C@H](C)CN([C@@H](C)CO)C(=O)c2cc(NC(=O)Nc3ccc(C(F)(F)F)cc3)ccc2O1	0.2%
Cc1ccc(S(=O)(=O)NCc2cccc([N+](=O)[O-])c2)cc1	i
COc1ccc(-c2ccc(CN3C(CC(C)C)C(=O)N(Cc4cn(Cc5ccco5)nn4)CCS3(=O)=O)cc2)cc1 (stereo unspecified)	6.1%

Arranged by molar mass (falling): 3 of the compounds above
SMILES	inhibitors of VEEV
CCCCNc1nc2c(c(=O)[nH]c(=O)n2C)n1CCCc1ccccc1	i
CN(N=Nc1ccccc1C(=O)O)C1CCCCC1	i
COC(=O)c1cc([N+](=O)[O-])c(C)c(C)n1	0.5%

(cont.)
SMILES	inhibitors of VEEV
C[C@H]1CN([C@@H](C)CO)C(=O)CCCn2nncc2CO[C@@H]1CN(C)C(=O)NC1CCCCC1	0.1%
COc1cc(C#N)ccc1OCC(=O)Nc1cccc(S(=O)(=O)N(C)c2ccccc2)c1	4.9%
CN(CC(=O)Nc1cc(Cl)ccc1-n1cncn1)Cc1ccccc1N1CCOCC1	2.1%
O=C(NCc1cccc(Cl)c1)c1ccc(S(=O)(=O)N2CCCCC2)cc1	i
Cc1ccc(S(=O)(=O)N2C[C@H]3[C@H]4C(=O)N(c5ccccc5)C(=O)[C@H]4C[C@H](OC(=O)Nc4cccs4)[C@@]3(O)C2)cc1	0.1%
Cc1cnc2c(N)cc(C)c(C)c2c1	4.7%
COc1ccc(CN2C(=O)C(CC(=O)NCC3CCCCC3)CC(C(=O)N3CCOCC3)=C2C)cc1 (stereo unspecified)	i
C=CCC1(CC=C)CC(Cc2cnccn2)N(C(=O)OC(C)(C)C)C1 (stereo unspecified)	i
COc1ccc(S(=O)(=O)Nc2cc3c4c(c2)CC(=O)N4CCC3)cc1OC	i
CCCc1c(C)nc2scc(-c3ccc(Cl)cc3)n2c1=O	i
Cc1ccc(-c2nc3ccc(Cl)cn3c2Cc2ccccc2)cc1	5.8%
CCN1C(=O)[C@H]2[C@@H](c3ccc(C)cc3)N[C@]3(CCCN(Cc4ccc(OC)cc4)C3=O)[C@H]2C1=O	0.1%

In the list so far, four contain a COOH group.
SMILES	inhibitors of VEEV
COc1ccc(/C=C(/NC(=O)c2ccc(Br)cc2)C(=O)Nc2cccc(C(=O)O)c2)cc1	i
COc1ccc(/C=C(/NC(=O)c2ccc(Br)o2)C(=O)Nc2cccc(C(=O)O)c2)cc1	i
CN(N=Nc1ccccc1C(=O)O)C1CCCCC1	i
C[C@@H]1CCCCO[C@H](CN(C)Cc2ccc(C(=O)O)cc2)[C@H](C)CN([C@@H](C)CO)C(=O)c2cc(NC(=O)Nc3ccc(C(F)(F)F)cc3)ccc2O1	0.2%

(continued)
SMILES	inhibitors of VEEV
C[C@H](CO)N1C[C@H](C)[C@@H](CN(C)C(=O)c2ccccc2)OCc2cnnn2CCCC1=O	1.0%
Cc1ccc([C@@H]2C[C@H]3[C@@H](CN2S(=O)(=O)c2ccc(Cl)cc2)C(=O)C[C@@H](c2ccccc2)N3S(=O)(=O)c2ccc(C)cc2)cc1	0.8%
O=C(Cc1ccccc1)CC(CC(=O)c1ccccc1)c1ccccc1 (stereo unspecified)	3.7%
CSc1ncnc2c1ncn2CCCNCCc1ccccn1	2.5%
CC(C)CN(C(=O)COc1ccccc1C(=O)NCc1ccccc1)C1CCS(=O)(=O)C1 (stereo unspecified)	5.7%
CCOc1cc(/C=N/Nc2cccc(C(=O)O)c2)ccc1OCC(=O)N1CCCCC1	2.3%
CCCCN1C(=O)C(CC(=O)NCCc2ccccn2)CC(C(=O)N(C)C)=C1C (stereo unspecified)	0.2%
COc1cccc(C(=O)C(CCC#N)c2ccccc2)c1 (stereo unspecified)	0.1%
N#Cc1c(NC(=O)COC(=O)C2=COCCO2)sc2c1CCCC2	i
O=C(NCc1ccc(F)cc1)c1ccc(S(=O)(=O)N2CCCC2)cc1	i
C#CCN(C[C@H]1[C@H](OC(=O)NC2CC2)[C@H](OC(=O)NC2CC2)C[C@H]2C(=O)N(c3ccccc3)C(=O)[C@@H]12)S(=O)(=O)c1ccc(C)cc1	1.5%
COc1ccc(CN2C[C@H]3CON(C)[C@H]3C[C@H]2c2ccc(-c3cccc(F)c3)cc2)cc1	0.7%

Gathered by group: those above containing bromine
SMILES	inhibitors of VEEV
O=C(CC1(O)C(=O)Nc2ccc(Br)cc21)c1ccccc1 (stereo unspecified)	i
COc1ccc(/C=C(/NC(=O)c2ccc(Br)cc2)C(=O)Nc2cccc(C(=O)O)c2)cc1	i
COc1ccc(/C=C(/NC(=O)c2ccc(Br)o2)C(=O)Nc2cccc(C(=O)O)c2)cc1	i

Next records:
SMILES	inhibitors of VEEV
O=C1CCN(C(=O)Cc2ccccc2)c2ccccc21	i
CCOC(=O)N1CCN(CC(=O)Nc2nccs2)CC1	i
CCCC(=O)N(Cc1cc2cc(OC)ccc2[nH]c1=O)c1ccc(OC)cc1	7.3%
COc1cccc(NC(=O)CN(C)C(=O)/C=C/c2ccc(S(=O)(=O)N3CCCCCC3)cc2)c1	1.9%
Cc1cccc(C)c1NC(=O)NS(=O)(=O)c1ccccc1	i
CCOC(=O)c1c(CC(C)C)csc1NC(=O)COC(=O)c1cnc(C)cn1	0.2%
CCOc1ccccc1N1C(=O)CC(Sc2ccccc2N)C1=O (stereo unspecified)	11.0%
CC1=C(C(=O)N(C)C)CC(CC(=O)NCc2cccs2)C(=O)N1CCC1=CCCCC1 (stereo unspecified)	0.1%
C[C@@H]1CN([C@H](C)CO)C(=O)CCCn2nncc2CO[C@H]1CN(C)Cc1ccc(C(F)(F)F)cc1	i
FC(F)(F)c1nc2nc(Cl)c(Cl)nc2[nH]1	0.5%
CNC(=O)c1ccsc1NC(=O)CS(=O)(=O)c1ccc(F)cc1	0.0%
O=C(CN1c2cccc3cccc(c23)S1(=O)=O)NCc1ccccc1Cl	1.2%
C[C@H](CO)N1C[C@H](C)[C@H](CN(C)Cc2ccccc2)Oc2ncc(Br)cc2C1=O	3.2%
COc1ccc(NS(=O)(=O)c2cc(N=Nc3c(O)[nH]c(=O)[nH]c3=O)ccc2OC)cc1Br	2.8%
Cc1ccc(NC(=O)CNC(=O)C23CC4CC(CC(C4)C2)C3)nc1	3.7%
CC(NC(=O)c1ccc(Cl)c(S(=O)(=O)NC2CC2)c1)c1ccco1 (stereo unspecified)	1.0%
O=C(c1ccco1)N1Cc2ccccc2-n2nncc2C1	1.7%
Cc1ccc(S(=O)(=O)N2C[C@H]3N(C(=O)OC(C)C)N(C(=O)OC(C)C)C[C@H](OC(=O)NCc4ccccc4F)[C@@]3(O)C2)cc1	3.0%
N#Cc1ccccc1S(=O)(=O)N1CCN(c2nc(-c3ccccc3)nc3ccccc23)CC1	8.0%
COc1ccc(-c2nnc(SCC(=O)N(C)C3CCS(=O)(=O)C3)n2CC(C)C)cc1 (stereo unspecified)	2.8%
C#CCN(C[C@@H]1[C@@H](OC(=O)NCC2CCCCC2)[C@@H](OC(=O)NCC2CCCCC2)CN(C(=O)OC(C)C)N1C(=O)OC(C)C)S(=O)(=O)c1ccc(C)cc1	i
COc1ccc(NC(=O)CSc2nnc3n2CCCCC3)cc1OC	i
Cc1sc2ccccc2c1CNC[C@H]1O[C@@H](n2ccc(N)nc2=O)[C@H](O)[C@@H]1O	i
COc1ccccc1-c1ccc([C@@H]2C[C@H]3[C@H](CON3C)CN2C(=O)c2ccco2)cc1	2.9%
CC(C)NC(=O)N(C)C[C@H]1OCc2cnnn2CCCC(=O)N([C@H](C)CO)C[C@H]1C	1.0%
O=C(NC(Cc1c[nH]c2ccccc12)C(=O)O)c1cccc(S(=O)(=O)N2CCCCC2)c1 (stereo unspecified)	i
CCOC(=O)CC1c2ccccc2-n2nncc2CN1CC1CCCCC1 (stereo unspecified)	i
COc1ccc(C=Cc2ccc3ccccc3n2)c(OC)c1	6.1%
C[C@H](CO)N1C[C@H](C)[C@H](CN(C)C(=O)c2ccccc2F)Oc2ncc(Br)cc2C1=O	i

Screening results from PubChem BioAssay.
